D2 PAM – D2 dopamine receptor (human) potentiation | P14416 | HEK293 T-REx D2, calcium flux, EC20 dopamine potentiation | potentiation, % at 10 µM | 340,000 tested, 0.34% active;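 active = potentiation over 3 SD above the plate norm, cut at about 30% in these data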; note: 0% is about no effect
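Cells plated with tetracycline inducer and held overnight at 30 C; calcium dye loaded 30–90 min at room temperature; baseline taken, compound added and read 180 s; EC20 dopamine then added and read 180 s.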
Vif-A3G inh – Vif-A3G binding inhibition; Potency, µM (series often up to 46.1 µM), without a hit: at the top dose activity, negative = active, actives largely listed as inhibitors; AID 602310; HeLa A3G-eYFP + Vif (tagged APOBEC3G with the HIV-1 protein that degrades it), YFP fluorescence, overnight; 410,000 tested, 0.076% active;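 note: potency is the fitted concentration of half-maximal effect; % is set by controls: 0 for no effect and ±100 for the full control effect; nearly all actives have a fitted effect of over 60% in size; hits raise eYFP signal because A3G escapes Vif-driven loss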
Target sequence (Q9HC16 whole entry, looked up): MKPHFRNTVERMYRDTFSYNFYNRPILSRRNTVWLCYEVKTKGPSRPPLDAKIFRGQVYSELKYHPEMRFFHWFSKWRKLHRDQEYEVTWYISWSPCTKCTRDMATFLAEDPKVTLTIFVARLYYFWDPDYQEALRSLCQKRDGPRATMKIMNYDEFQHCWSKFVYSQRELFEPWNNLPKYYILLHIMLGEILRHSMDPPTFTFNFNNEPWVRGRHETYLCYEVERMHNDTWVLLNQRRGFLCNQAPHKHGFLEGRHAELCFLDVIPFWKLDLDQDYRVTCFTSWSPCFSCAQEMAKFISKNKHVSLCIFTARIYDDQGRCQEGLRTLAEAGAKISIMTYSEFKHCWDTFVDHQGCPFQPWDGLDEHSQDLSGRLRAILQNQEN
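Read-out is eYFP fluorescence (Ex 488/Em 500-530) from Vif-expressing HeLa A3G-eYFP cells; more signal means A3G escaped Vif-mediated degradation. Cells plated overnight, compound pinned in, incubated overnight at 37 deg C.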
RXFP1 antagonist – RXFP1 (human) relaxin receptor antagonism; Q9HBX9; HEK293-RXFP1, relaxin-stimulated cAMP HTRF, 30 min; stronger effect = lower value; activity change, negative = inhibition, % at 57.5 µM; 350,000 tested, 0.59% active; AID 1259400;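 active = activity change of -60% or lower, but not beyond a set lower limit; inconclusive = change between -60% and -40%, or beyond the set limit; inactive = change above -40%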; note: % is set by controls: 0 for no effect and ±100 for the full control effect
D1 PAM – human D1 dopamine receptor positive modulation; P21728; HEK293 TREx D1 cells, calcium flux, dopamine EC20 potentiation; potentiation, % at 10 µM; 360,000 tested, 0.036% active; in the data active = potentiation above about 30%; note: 0% is about no effect
Target sequence (P21728 whole entry, looked up): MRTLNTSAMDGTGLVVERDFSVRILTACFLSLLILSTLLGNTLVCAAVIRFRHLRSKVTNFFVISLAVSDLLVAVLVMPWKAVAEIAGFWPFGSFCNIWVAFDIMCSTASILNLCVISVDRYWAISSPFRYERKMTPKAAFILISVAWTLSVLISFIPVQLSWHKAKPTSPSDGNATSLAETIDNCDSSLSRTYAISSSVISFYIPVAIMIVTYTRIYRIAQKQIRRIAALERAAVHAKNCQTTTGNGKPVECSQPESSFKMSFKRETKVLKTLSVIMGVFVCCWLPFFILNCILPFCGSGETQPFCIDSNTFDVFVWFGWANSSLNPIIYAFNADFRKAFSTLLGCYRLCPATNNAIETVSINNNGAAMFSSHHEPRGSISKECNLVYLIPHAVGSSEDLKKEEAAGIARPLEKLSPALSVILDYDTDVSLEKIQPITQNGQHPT
D1 ag – activates the human D1 dopamine receptor. activation, % at 2 µM. 360,000 tested, 1% active. HEK293 T-REx D1 cells, calcium flux, agonist mode. AID 504660; in the data active = activation above about 30%; note: 0% is about no effect
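Tetracycline-induced HEK293 TREx D1 cells, force-coupled to calcium signalling, were dye-loaded with a no-wash calcium kit. Compound was pin-added after a 10 s baseline. Fluorescence was read kinetically at 1 cycle/s for 180 s, with calcium rises flagged as agonism.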
D1 antag – blocks dopamine activation of the human D1 receptor. HEK293 TREx D1 cells, calcium flux, dopamine EC80; stronger effect = lower value. activity change, negative = inhibition, % at 10 µM. 360,000 tested, 3.2% active. AID 504652; in the data active = activity change below about -30%; note: % is set by controls: 0 for no effect and ±100 for the full control effect
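Kinetic fluorescence of a calcium dye serves as the read-out. D1-expressing Hek293 Trex cells, induced overnight at 30 C, are exposed to compound for 180 s before an EC80 dopamine addition, then read 180 s further.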
GRP78 ERSR act – induces the endoplasmic reticulum stress response in human glioma cells; 420,000 tested, 0.02% active; U87-MG GRP78 promoter luciferase reporter, 16 h; Potency, µM, for inactives: top-dose activation, most hits filed as activators; note: potency is the fitted concentration of half-maximal effect; series mostly up to about 76 µM; % of control where 0% means no effect; nearly all actives have a fitted effect of over 35% in size
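Stably transfected U87-MG glioma cells carrying a GRP78-based luciferase sensor; 16 h compound incubation. Luminescence end-point read 10 min after Bright-Glo addition at room temperature.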
Vif-A3F inh – inhibitors of Vif-A3F interaction. HeLa A3F-eYFP + Vif (tagged APOBEC3F with the HIV-1 protein that degrades it), YFP fluorescence increase. Potency, µM (doses to about 46.1 µM), for inactives: at the top dose activity, negative = active. 390,000 tested, 0.2% active; note: potency is the fitted concentration of half-maximal effect; % of control where 0% means no effect; nearly all actives have a fitted effect of over 65% in size
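Fluorescence increase (Ex 488/Em 500-530) after overnight compound treatment at 37 deg C flags inhibition of Vif-driven A3F-eYFP loss in stable HeLa A3F-eYFP/Vif cells seeded overnight beforehand.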
RXFP1 agonist – agonists of human relaxin receptor RXFP1; Q9HBX9; HEK293T-RXFP1 cAMP TR-FRET, 30 min; response scale: percent of porcine relaxin response, buffer zero; 370,000 tested, 0.3% active; Potency, µM (doses to about 57.5 µM), for inactives: at the top dose activation, most hits filed as activators; note: potency is the fitted concentration of half-maximal effect; % is set by controls: 0 for no effect and ±100 for the full control effect; nearly all actives have a fitted effect of over 60% in size; many of its hits are not listed in these tables
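HEK293T cells stably expressing RXFP1 were pretreated with the PDE4 inhibitor Ro 20174, exposed to compounds for 30 min at 37C, lysed, and cAMP was read by TR-FRET. Data normalized to buffer (basal) and 29 nM porcine relaxin (100%).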
Numbers without * were called inactive; u = inconclusive; x = not tested or not shown; & = joins results of further samples. Unless noted, calls come from the whole dose curve; as a rule, active = well fitted curve in the direction sought with a large enough effect; inconclusive = small, poorly fitted or top-dose-only effect, or another doubt; inactive = no such curve, though single readings can be large; an effect the other way counts as inactive or inconclusive.

SMILES	D2 PAM	Vif-A3G inh	RXFP1 antagonist	D1 PAM	D1 ag	D1 antag	GRP78 ERSR act	Vif-A3F inh	RXFP1 agonist
Cc1sc2nc(COC(=O)c3cccc(OC(F)F)c3)[nH]c(=O)c2c1C	10	-2%	-12	-4	4	12	-2%	4%	1.2%
Cc1cccc(NC(=O)COc2coc(CN3CCc4ccccc4C3)cc2=O)c1	9	-3%	-20	3	0	-29	-6%	-1%	-1.4%
CCOC(=O)/C(C#N)=C1/C=CNC(=O)N1	0	2%	2	0	1	-4	-1%	-12%	0.0%
C[C@]12CC[C@H](O)CC1=CCC1C2CC[C@@]2(C)C1CCC21OCCO1 (stereo partly drawn)	x	-16%	-4	x	x	x	-3%	2%	x
CCn1c(C(O)c2ccc(C)cc2)nc2ccccc21 (stereo not drawn)	3	-2%	2	-5	10	51	-7%	-11%	-0.7%
Nc1nonc1C(=O)N/N=C/c1ccc(-c2cccc(C(=O)O)c2)o1	x	x	x	1	1	11	x	x	1.8%
COc1ccc(CCN2C(=O)CCC2(C)C(=O)NC2CCCC2)cc1OC (stereo not drawn)	6	2%	2	-1	2	-1	1%	-7%	-1.6%
COc1ccc(S(=O)(=O)N2CCOCC2)cc1NC(=O)CSc1ccc(F)cc1	1	-1%	2	-12	7	-26	-4%	2%	2.9%
O=C(CCN1C(=O)C2CCCCC2C1=O)Nc1ccc(OC(F)F)cc1 (stereo not drawn)	x	0%	-12	-5	-1	-21	-1%	2%	1.2%
c1nc2n(n1)C1=C(CCCC1)C1(CCCCC1)N2	1	0%	-24	-1	0	11	-4%	9%	2.6%
CCCN(CCC)CCCNC(=O)c1cc2c(-c3ccc(OC)c(OC)c3)nn(C)c2s1	1&-7	5%&7%	4&10	1&1	1&-1	5&-11	-6%&-4%	u	9.5%&9.6%
COCCn1c(-c2ccc(F)cc2)nc2oc3cc(OC)ccc3c(=O)c2c1=O	4	1%	11	1	1	-9	-3%	2%	-0.2%
CCc1ccc(N2CC(C)Cn3c2nc2c3c(=O)n(CCN3CCOCC3)c(=O)n2C)cc1 (stereo not drawn)	6	2%	6	-3	2	27	-4%	-2%	0.7%
COc1ccc(C(O)P(=O)(OC(C)C)c2ccc(N(C)C)cc2)c(OC)c1 (stereo not drawn)	-2	0%	11	-9	0	-2	-2%	0%	0.0%
CCN1CCN(CCCNC(=O)c2ccc3c(c2)NC(=O)/C(=C\c2cccc(C)c2)S3)CC1	3	u	-22	-6	2	-2	-13%	u	6.6%
CCCCOC(=O)C1=C(C)NC(=O)NC1c1cc2c(cc1Br)OCO2 (stereo not drawn)	16	1%	-3	6	3	3	-5%	-9%	3.1%
Cc1nn(C)c(C)c1S(=O)(=O)N(CC(=O)N1CCc2ccccc2C1)c1ccc(C(C)C)cc1	-4	-6%	x	x	3	-8	-4%	2%	1.2%
Cc1cc(Cl)c2oc(C(=O)N3CCC(O)(c4ccccc4)CC3)c(C)c2c1	11	3%	2	3	4	17	1%	-20%	-2.4%
CN(CC(=O)O)S(=O)(=O)c1cccs1	1	1%	-7	2	3	-5	0%	8%	0.2%
COC(=O)c1ccc(COc2ccc(/C=N/Nc3nc(C)cc(=O)[nH]3)cc2)cc1	0	2%	0	3	1	1	5%	-18%	-0.2%
O=S(=O)(c1cnc(Cl)c(Br)c1)N1CCN(c2ncccn2)CC1	0	-1%	6	-1	3	-2	-4%	-1%	1.2%
O=C(NC1CCN(Cc2ccc(Cl)c(Cl)c2)CC1)c1ccccc1	-29	-2%	-10	-6	6	-33*	-7%	2%	2.2%
CCN(CC)CCNC(=O)c1ccc(NC(=O)COc2ccccc2F)cc1	1	-36%	-3	-7	9	-5	-4%	0%	-1.1%
O=C(CNS(=O)(=O)c1ccc(Br)cc1)N1CCOCC1	-4	-2%	-1	-5	1	-1	-3%	4%	-4.1%
Cc1cc(=O)oc2cc(OCC(=O)OCC(=O)N3CCc4ccccc43)ccc12	-2	2%	-3	-1	1	1	-1%	-2%	2.8%

A second format for 2 compounds above:
Molecule | D2 PAM | Vif-A3G inh | RXFP1 antagonist | D1 PAM | D1 ag | D1 antag | GRP78 ERSR act | Vif-A3F inh | RXFP1 agonist
CCc1ccc(N2CC(C)Cn3c2nc2c3c(=O)n(CCN3CCOCC3)c(=O)n2C)cc1 (stereo not drawn) | 6 | 2% | 6 | -3 | 2 | 27 | -4% | -2% | 0.7%
Cc1cccc(NC(=O)COc2coc(CN3CCc4ccccc4C3)cc2=O)c1 | 9 | -3% | -20 | 3 | 0 | -29 | -6% | -1% | -1.4%

Fetched by compound from above (four):
SMILES	D2 PAM	Vif-A3G inh	RXFP1 antagonist	D1 PAM	D1 ag	D1 antag	GRP78 ERSR act	Vif-A3F inh	RXFP1 agonist
O=C(CCN1C(=O)C2CCCCC2C1=O)Nc1ccc(OC(F)F)cc1 (stereo not drawn)	x	0%	-12	-5	-1	-21	-1%	2%	1.2%
COc1ccc(CCN2C(=O)CCC2(C)C(=O)NC2CCCC2)cc1OC (stereo not drawn)	6	2%	2	-1	2	-1	1%	-7%	-1.6%
Cc1nn(C)c(C)c1S(=O)(=O)N(CC(=O)N1CCc2ccccc2C1)c1ccc(C(C)C)cc1	-4	-6%	x	x	3	-8	-4%	2%	1.2%
O=C(CNS(=O)(=O)c1ccc(Br)cc1)N1CCOCC1	-4	-2%	-1	-5	1	-1	-3%	4%	-4.1%

Next structures.
SMILES	D2 PAM	Vif-A3G inh	RXFP1 antagonist	D1 PAM	D1 ag	D1 antag	GRP78 ERSR act	Vif-A3F inh	RXFP1 agonist
COc1ccc(-c2c(C)n([O-])c(C)c(C)[n+]2=O)cc1OC	-3	-1%	0	2	1	13	0%	7%	1.0%
N#CC1=C(N)OC2=C(C(=O)CCC2)[C@]12C(=O)N(CC(N)=O)c1ccccc12	9	-5%	-1	0	0	8	-2%	1%	0.7%
CC1(C)CC(=O)C2=C(C1)NC(=O)NC2c1ccc(Cl)cc1 (stereo not drawn)	-8	-1%	0	3	1	0	6%	17%	-1.7%
C/C(=N\OCC(=O)NC(C)C)c1cccs1	8	4%	-7	-1	3	2	-2%	-3%	1.7%
CCCC(O)(CCC)C(=O)NNc1ccccc1	-5	-4%	3	-4	1	-20	2%	1%	1.3%
O=C1c2oc3ccc(F)cc3c(=O)c2C(c2ccccc2)N1CC1CCCO1 (stereo not drawn)	8	3%	12	-4	1	5	-3%	0%	1.6%
O=C(NCc1ccncc1)C1=NN(c2ccccc2)C(=O)CC1	19	1%	-13	-3	1	-10	-4%	2%	-0.7%
COc1cc(C2C(C(=O)c3ccco3)=C(O)C(=O)N2Cc2ccccc2)ccc1O (stereo not drawn)	0	-1%	8	-3	2	10	2%	2%	0.3%
CC(Sc1nnc(-c2ccccc2F)n1C)C(=O)NC1CCCCC1 (stereo not drawn)	12	1%	-3	0	2	-12	1%	1%	2.1%
CC1CCN(C(=S)c2ccccc2O)CC1	-3	1%	8	10	9	5	-4%	-27%	0.1%
COC(=O)Cn1c(=NC(=O)c2cc(-c3cccs3)nc3ccccc23)sc2cc(S(N)(=O)=O)ccc21	-2	-4%	-2	-14	2	-15	-1%	0%	3.5%
Cc1cc(C)c(S(=O)(=O)N2CCN(C(=O)C(C)Cn3cncn3)CC2)c(C)c1 (stereo not drawn)	-13	1%	-4	-4	0	-2	3%	1%	1.7%
CN(C(=O)C1CCOC1)c1nnc(-c2ccncc2)s1 (stereo not drawn)	3	2%	-2	-1	3	6	-2%	7%	-0.6%
CC(c1ccccc1)N1CCC(CNC(=S)Nc2cccc(Cl)c2)C1 (stereo not drawn)	-39	-1%	u	-4	45*	-54*	0%	-6%	-1.3%
CCOc1ccc(C(=O)C(C)OC(=O)Cn2[nH]c(=O)c3ccccc3c2=O)cc1 (stereo not drawn)	5	0%	-14	-6	0	13	-4%	-20%	-0.9%
COc1cc(-c2nnc(COC(=O)c3c4c(nc5ccccc35)CCCC4)o2)cc(OC)c1OC	26	x	x	-3	2	-4	x	x	4.4%
O=C(NCCCn1ccnc1)c1ccccc1Cl	0	0%	-6	-8	3	2	0%	0%	0.0%
COC(=O)CCCC(=O)N1CCC(n2nccc2NC(=O)CCOc2ccccc2)CC1	14	-1%	0	-1	1	17	4%	6%	-0.2%
Cc1cc(C(=O)CN2C(=O)NC(CC(C)C)C2=O)c(C)n1-c1ccccc1F (stereo not drawn)	1	3%	-7	-2	2	-2	0%	5%	-0.1%
CCc1ccccc1NC(=O)C1CCCN(C(=O)c2cnn(-c3ccccc3)c2-n2cccc2)C1 (stereo not drawn)	12	6%	x	-1	-3	5	1%	8%	-0.9%
CN(C)C(CNC(=O)CNC(=O)c1ccc(Br)cc1)c1ccccc1 (stereo not drawn)	5	0%	-8	-10	1	-14	-2%	-8%	-2.9%

Single values from above.
D1 antag, CCCC(O)(CCC)C(=O)NNc1ccccc1 = -20
D1 ag, C/C(=N\OCC(=O)NC(C)C)c1cccs1 = 3
Vif-A3F inh, N#CC1=C(N)OC2=C(C(=O)CCC2)[C@]12C(=O)N(CC(N)=O)c1ccccc12 = 1%

Assay outcomes from PubChem.

A portion of the library; rates above refer to the full screens.
